MLL CXXC-DNA inh = inhibitors of human MLL CXXC domain-DNA interaction; Q03164; MLL-CXXC / FITC-HOXA9 DNA fluorescence polarization; Potency, µM (series often up to 115 µM), for inactives: at the top dose activity change, negative = inhibition, actives largely listed as inhibitors; 0.037% of 290,000 active; AID 2662; active = well fitted inhibition curve with a large enough effect in the polarisation, with a control signal flat, not every such curve was filed as active; inconclusive = small, poorly fitted or top-dose-only effect, or effect the other way, or a change in a side signal; inactive = no such curve, though single readings can be large or run the other way; the % refers to the polarisation; also: potency is read from the fitted curve at half-maximal effect
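Fluorescence polarization: 7 uM MLL-CXXC (stock) preincubated 5 min with compounds, then 50 nM fluorescein-HOX-A9 DNA (stock) added; 30 min ambient. Buffer 50 mM Tris-HCl pH 7.5, 50 mM NaCl, 1 mM DTT, 0.05% BSA.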
hERG WT inh = inhibitors of human wildtype KCNH2 potassium channel | 0.37% of 340,000 active | U2OS, BacMam KCNH2, thallium flux FluxOr; stronger effect = lower value | activity change, % at 1.84 µM;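 active = maximum activity change below -70%; inconclusive = maximum activity change between -70% and -50%; inactive = maximum activity change above -50%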; also: % is scaled to controls: 0 for no effect and ±100 for the full control effect
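U2OS cells transduced with wild-type KCNH2 virus are loaded with FluxOr dye for 45 min, and thallium flux is measured in kinetic reads before and after stimulation buffer. Rate constants are normalized to DMSO controls.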
Tb PFK block = inhibitors of T. brucei phosphofructokinase; O15648; T. brucei PFK, ADP-Glo luminescence; Potency, µM (titrated, usually from 57.5 µM), inactives show top-dose activity, negative = inhibition, hits mostly inhibitors; 0.17% of 330,000 active;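 also: potency is read from the fitted curve at half-maximal effect; 0% = uninhibited 1x PFK enzyme wells and -100% = no-enzyme wells; nearly all actives have a fitted effect of over 60% in size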
Target sequence (O15648 whole entry, looked up): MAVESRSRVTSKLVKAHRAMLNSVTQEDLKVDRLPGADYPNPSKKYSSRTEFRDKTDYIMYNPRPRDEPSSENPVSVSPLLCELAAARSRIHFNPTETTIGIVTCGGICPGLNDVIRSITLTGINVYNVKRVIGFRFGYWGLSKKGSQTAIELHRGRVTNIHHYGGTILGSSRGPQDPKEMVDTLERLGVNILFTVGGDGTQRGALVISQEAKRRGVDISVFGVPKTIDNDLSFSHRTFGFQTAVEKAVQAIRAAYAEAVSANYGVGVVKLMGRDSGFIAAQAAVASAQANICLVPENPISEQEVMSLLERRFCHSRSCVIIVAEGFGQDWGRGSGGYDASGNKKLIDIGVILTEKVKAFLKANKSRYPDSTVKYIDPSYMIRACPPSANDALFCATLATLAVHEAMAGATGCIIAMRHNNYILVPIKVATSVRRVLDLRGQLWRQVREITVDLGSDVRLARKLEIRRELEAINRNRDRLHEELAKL
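In TEA buffer at pH 8.0 with 5 mM MgCl2, enzyme (1.25 nM) converted F6P (0.5 mM) and ATP (0.1 mM) for 45 min at room temperature. ADP product was read by luciferase luminescence.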
Coupling enz = inhibits coupling enzyme system, counter-screen for aldolase hits | coupling enzyme system counterscreen, AmpLite Red fluorescence | activity change, negative = inhibition, % at 58.2 µM, hits read low | 0.67% of 290,000 active; in the data active = activity change below about -30%; also: % is scaled to controls: 0 for no effect and ±100 for the full control effect
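Final compound at 57.5 uM, incubated 10 min at RT with coupling enzyme reagent (glyceraldehyde-3-phosphate), then 20 min with substrate and AmpLite Red detection. Fluorescence read at 525/598 nm; tests interference with the coupling assay, not aldolase inhibition.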
A-T KAP1 phos = potential ataxia-telangiectasia treatments restoring KAP-1 phosphorylation. 0.19% of 320,000 active. Potency, µM (highest dose often 57.5 µM), for inactives: top-dose activation, hits mostly activators. […] A-T fibroblasts, KAP-1 phosphorylation AlphaLISA; neocarzinostatin DNA damage 30 min before lysis; also: potency is read from the fitted curve at half-maximal effect; % of control where 0% means no effect; nearly all actives have a fitted effect of over 45% in size
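hTERT-immortalized A-T patient fibroblasts ([…]), 500 cells/well in OPTI-MEM, 1% FBS, got compounds for 60 min, then NCS for 30 min at 37C. Lysates were then assayed for phospho-KAP-1 by AlphaLISA (anti-pKAP1 donor, anti-KAP1 acceptor beads), 6 hr at 25C.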
TCR act = T cell receptor activation; primary human leukocytes, anti-CD3, IL-2 HTRF, 48 h; Potency, µM (highest dose often 9.22 µM), without a hit: at the highest dose activation of IL-2 secretion, usual class: activators; 330,000 tested, under 10 active; AID 504894; also: % of control where 0% means no effect
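Primary human leukocytes receive a-CD3 beads and test compound and are incubated 48 hr. Secreted IL-2 is then assayed by HTRF, measuring 665nm acceptor emission after 320nm excitation of the europium donor.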
TSHR antagonist = human thyrotropin receptor antagonism. P16473. TSHR-expressing cells, TSH-stimulated cAMP HTRF, 2 h; stronger effect = lower value. activity change, negative = inhibition, % at 11.5 µM. 0.2% of 330,000 active;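 active = activity change below a set negative limit, meaning inhibition stronger than a set level, cut at about -70% in these data; inconclusive = activity change between two set negative limits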; also: % is scaled to controls: 0 for no effect and ±100 for the full control effect
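Cell-based HTRF cAMP assay; TSHR cells + compound, TSH EC80 (4nM final), 2 h, 37 deg C. Lysis with anti-cAMP cryptate and cAMP-d2, 30 min RT, read 665/620 nm.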
Giardia kill = kills Giardia lamblia; 0.15% of 340,000 active; AID 540267; Giardia lamblia trophozoite viability; activity change, % at 7.66 µM, hits read low; in the data active = activity change below about -80%; inconclusive = between about -30% and that limit;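 also: parasites exposed to compound for two days anaerobically before the ATP read; % is scaled to controls: 0 for no effect and ±100 for the full control effect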
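Media and compound were dispensed first, then trophozoites at 100 cells/well; plates sat 48 hrs at 37 deg C without oxygen before ATP luminescence reagent was added and read after 15-30 min at room temperature.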
Chronic BCR inh = inhibitors of chronic active B-cell receptor signaling | ABC-DLBCL IkBa-CBG/CBR reporter, luminescence ratio, 4 h | Potency, µM (titrated, usually from 46.1 µM), for inactives: at the top dose ratio change, negative = lower green/red ratio, actives largely listed as inhibitors | 0.05% of 340,000 active | AID 493014; active = well fitted inhibition curve with a large enough effect in the signal ratio, with a control signal flat, not every such curve was filed as active; inconclusive = small, poorly fitted or top-dose-only effect, or effect the other way, or a change in a side signal; the % refers to the signal ratio;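 also: potency is read from the fitted curve at half-maximal effect; plate controls were basal doxycycline-induced cells for no effect and cells given 10 µM MG132 for full effect; MG132 reads +100%, hits lower the ratio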
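TMD8 human ABC-DLBCL cells with doxycycline-inducible IκBα–green luciferase fusion and unfused red luciferase, in 0.5% FBS medium; compounds up to 46 uM, 4 h at 37C. Green/red luminescence ratio, filter-overlap corrected, fitted to concentration-response curves.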
GALK inhibitor = blocks human galactokinase activity. Purified GALK, Kinase-Glo residual ATP luminescence. 0.007% of 270,000 active. Potency, µM (top dose mostly 57.5 µM), inactives show at the highest dose activity change, negative = inhibition, hits mostly inhibitors. P51570; also: potency is read from the fitted curve at half-maximal effect; % is scaled to controls: 0 for no effect and ±100 for the full control effect
Target sequence (P51570 whole entry, looked up): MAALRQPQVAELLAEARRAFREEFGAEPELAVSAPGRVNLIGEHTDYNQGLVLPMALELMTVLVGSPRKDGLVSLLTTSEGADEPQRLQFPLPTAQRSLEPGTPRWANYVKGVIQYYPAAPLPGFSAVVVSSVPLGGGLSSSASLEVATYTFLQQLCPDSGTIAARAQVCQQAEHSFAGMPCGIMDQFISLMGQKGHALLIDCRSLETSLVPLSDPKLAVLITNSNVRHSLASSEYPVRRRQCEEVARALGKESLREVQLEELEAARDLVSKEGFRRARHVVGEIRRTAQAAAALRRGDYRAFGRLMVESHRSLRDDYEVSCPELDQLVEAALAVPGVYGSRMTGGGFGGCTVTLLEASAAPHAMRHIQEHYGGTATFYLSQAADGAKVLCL
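GALK at 5 nM final was combined with compound, 35 uM ATP and 100 uM galactose in HEPES pH8.0 with MgCl2 and DTT. The reaction ran one hour at room temperature before luminescent ATP detection.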
* = called active by the depositor; ? = inconclusive; . = not tested or not shown; [ ] = dose if it differs, or a comment. Unless noted, calls follow the shape of the dose curve; as a rule, active = well fitted curve in the direction sought with a large enough effect; inconclusive = small, poorly fitted or top-dose-only effect, or another doubt; inactive = no such curve, though single readings can be large; an effect the other way counts as inactive or inconclusive.

SMILES	MLL CXXC-DNA inh	hERG WT inh	Tb PFK block	Coupling enz	A-T KAP1 phos	TCR act	TSHR antagonist	Giardia kill	Chronic BCR inh	GALK inhibitor
Cc1ccccc1N1CCN(CCCN2C(=O)C3CCCCN3C2=O)CC1 (stereo not given)	-4%	11	0%	0	-3%	5%	26	28	8%	-4%
Cc1nnc(NC(=O)Cc2cccs2)s1	-6%	0	-4%	1	3%	2%	-2	11	-2%	-6%
CC(=O)NC(Cc1ccc(F)cc1)C(=O)NC1CCN(C(=O)Nc2cccc(C)c2)CC1 (stereo not given)	7%	15	0%	3	-1%	14%	-3	4	6%	15%
CC1=NNC(=O)C1CCC(=O)N/N=C/c1ccc(Cl)cc1Cl (stereo not given)	-6%	0	2%	2	-9%	4%	-1	18	-3%	.
O=C(CCCN1C(=O)[C@H]2CC=CC[C@H]2C1=O)NCc1nc(-c2ccccc2)no1	13%	4	0%	.	-1%	-4%	-2	?	-1%	-5%
COC(=O)c1c(NC(=O)CSc2nc(-c3ccco3)cc(C(F)(F)F)n2)sc2c1CCCC2	24%	-4	-4%	1	-3%	-4%	-9	-12	?	-1%
O=C(Cn1cc(-c2nnnn2-c2ccc(Cl)cc2)c(=O)c2ccccc21)c1ccccc1	-2%	11	-6%	5	-2%	3%	5	-4	?	1%
CCCn1nc(C(=O)OCC(=O)c2c(N)n(C)c(=O)n(C)c2=O)c2ccccc2c1=O	-11%	0	7%	5	5%	5%	6	5	?	11%
CCC1Sc2ccc(S(=O)(=O)CCC(=O)Nc3c(Cl)cc(OC)cc3OC)cc2NC1=O (stereo not given)	8%	-15	?	-1	6%	-5%	-14	-10	7%	-2%
COc1ccc(NC(=O)Nc2ccc3c(c2)C(=O)N([C@H](C)CO)C[C@H](C)[C@@H](CN(C)C(=O)Nc2ccc(C(F)(F)F)cc2)O3)cc1	.	6	2%	.	3%	0%	11	22	1%	.
Cc1cc(Oc2cc(N)cc([N+](=O)[O-])c2)ccc1Cl	6%	4	0%	-1	1%	0%[46.1 µM]	0	-3	?	2%
CCN(CC)S(=O)(=O)c1cccc(NC(=O)/C=C/c2ccc([N+](=O)[O-])cc2)c1	-2%	16	8%	2	0%	8%[46.1 µM]	-11	7	0%	-1%
O=C(Nc1ccc(CN2CCOCC2)cc1)c1ccc(-c2cccc([N+](=O)[O-])c2)o1	18%	-11	0%	.	-8%	-4%	-5	11	0%	-4%
CCCCNc1nc2ccccc2[nH]1	-1%	.	-3%	3	-1%	-2%	6	13	?	-3%
O=C(NNC(=O)C12CC3CC(CC(C3)C1)C2)c1ccco1	-4%	31	-4%	4	-4%	0%	-3	-25	-1%	6%
CC(=O)N1N=C(c2ccco2)CC1c1ccc(C)cc1 (stereo not given)	10%	15	2%	4	10%	12%[46.1 µM]	-4	-1	2%	0%
CCn1c(SCC(=O)Nc2ccccc2F)nnc1-c1cnccn1	4%	7	-3%	.	9%	-1%	-2	-18	-1%	1%
Cc1ccc(OCCC(=O)NNC(=O)c2nn(C)c(=O)c3ccccc23)cc1	.	-21	16%	.	-7%	7%	-8	-6	-2%	.
O=S(=O)(c1ccc(S(=O)(=O)N2CCOCC2)cc1)N1CCCC1	-10%	2	-2%	0	2%	3%	-13	15	-14%	1%
CCN1CC2=C(OC(N)=C(C#N)C2c2ccccc2)/C(=C\c2ccccc2)C1 (stereo not given)	10%	24	-6%	-3	-2%	1%	-6	8	?	0%
COc1ccc(CCNC(=O)CCCCn2c(=O)[nH]c3ccccc3c2=O)cc1OC	?	1	14%	2	-3%	.	-2	-2	?	0%
COc1ccc(C)cc1NC(=O)c1cc2c(s1)CCC2	2%	7	4%	-3	11%	-1%	-25	?	?	2%
O=[N+]([O-])C1=C(Nc2cccc3ccccc23)CS(=O)(=O)C1	1%	22	1%	15	.	-4%	-2	8	-23%	4%
Cc1ccccc1-c1nc(CN2CCC(C(=O)NC3CC3)CC2)c(C)o1	-1%	18	1%	-3	5%	8%	-1	-5	-8%	-1%
Cc1ccc(CSCc2ccc(C(=O)O)o2)cc1	4%	18	4%	16	-2%	-29%	1	-28	13%	7%
(next part)
SMILES	MLL CXXC-DNA inh	hERG WT inh	Tb PFK block	Coupling enz	A-T KAP1 phos	TCR act	TSHR antagonist	Giardia kill	Chronic BCR inh	GALK inhibitor
Cc1nn2c(NCc3ccccn3)cc(C(C)(C)C)nc2c1-c1ccccc1	-12%	5	-15%	4	0%	-4%	6	33[activator]	-3%	3%
O=C(Nc1ccc2nc(SCc3ccc(Cl)cc3)sc2c1)c1ccccc1C(=O)N1CCOCC1	3%	-20	8%	-2	-2%	-3%	-10	9	-2%	0%
CC(NC(=O)COC(=O)c1cccs1)c1ccccc1 (stereo not given)	11%	3	1%	-6	4%	-12%	10	-5	0%	0%
Cc1ccc(CNc2nc(C)c(C(=O)N(C)C)s2)cc1	10%	-7	1%	0	-2%	-4%	24	-19	-1%	3%
O=C(Cc1ccccc1F)NCC(c1ccco1)N1CCCCC1 (stereo not given)	3%	-10	-2%	-1	11%	2%	7	16	1%	7%
Cc1cc(C(=O)Nc2sc(C)c(C)c2C#N)c(C)o1	8%	-7	-8%	-2	-2%	-24%	-14	-5	-3%	-1%
C[C@H](NC(=O)c1ccccc1Cl)C(=O)OCC(=O)N1CC2(C)CC1CC(C)(C)C2 (stereo not given in full)	3%	-29	1%	1	5%	2%[46.1 µM]	7	-10	-10%	1%
O=C(NCCC1CCCCN1S(=O)(=O)c1ccccc1)C(=O)Nc1ccc(F)cc1F (stereo not given)	.	15	-7%	.	26%	1%	-8	?	?	.
COCCCNC(=S)N1CCN(c2nc3ccccc3s2)CC1	1%	-2	2%	1	-1%	-2%	-2	10	17%	0%
Cc1cccc(C)c1NC(=O)COC(=O)c1cc(=O)c2ccccc2o1	-2%	-21	2%	-2	3.5µM*	4%	18	37[activator]	3%	0%
CCOc1c2ccc(C(=O)NCc3ccc4c(c3)OCO4)cc2nn1CC	-4%	0	4%	-1	15%	5%	0	-8	-11%	.
O=C(CN1C(=O)NC2(CCCC2)C1=O)Nc1cc(Cl)ccc1Oc1ccccc1	.	4	10%	.	1%	-3%	4	6	-5%	.
CN(C)C(CNC(=S)Nc1ccc(Cl)cc1)c1cccnc1 (stereo not given)	19%	1	2%	1	5%	-3%	0	-6	5%	0%
CCOC(=O)C1CCN(C(=O)C2CCCN(c3ncnc4c3nc3n4CCCCC3)C2)CC1 (stereo not given)	2%	6	0%	.	1%	-2%	-5	8	1%	-6%
COc1cc(NC(=S)N2CCN(S(=O)(=O)c3ccc(C)cc3)CC2)cc(OC)c1	-4%	-3	2%	.	18%	2%	2	-16	-1%	-8%
CCSc1nnc(-c2cc3c(s2)-c2ccccc2CC3)o1	-1%	-14	1%	0	?	0%	7	1	17%	-2%
C/C(CC(=O)Nc1cc(C)ccn1)=N\NC(=O)C(=O)Nc1cccc(C)c1	23%	9	6%	3	-2%	5%[46.1 µM]	-2	-17	?	0%
Cc1c(NC(=O)c2ccc(N(C)S(C)(=O)=O)cc2)c(=O)n(-c2ccccc2)n1C	-1%	6	-4%	1	2%	1%	-8	5	6%	-1%

A different layout for some results above.
Every second line gives: MLL CXXC-DNA inh	hERG WT inh	Tb PFK block	Coupling enz	A-T KAP1 phos	TCR act	TSHR antagonist	Giardia kill	Chronic BCR inh	GALK inhibitor
Cc1nn2c(NCc3ccccn3)cc(C(C)(C)C)nc2c1-c1ccccc1
    -12%	5	-15%	4	0%	-4%	6	33[activator]	-3%	3%
O=C(Nc1ccc2nc(SCc3ccc(Cl)cc3)sc2c1)c1ccccc1C(=O)N1CCOCC1
    3%	-20	8%	-2	-2%	-3%	-10	9	-2%	0%
CC(NC(=O)COC(=O)c1cccs1)c1ccccc1 (stereo not given)
    11%	3	1%	-6	4%	-12%	10	-5	0%	0%
Cc1ccc(CNc2nc(C)c(C(=O)N(C)C)s2)cc1
    10%	-7	1%	0	-2%	-4%	24	-19	-1%	3%
O=C(Cc1ccccc1F)NCC(c1ccco1)N1CCCCC1 (stereo not given)
    3%	-10	-2%	-1	11%	2%	7	16	1%	7%
Cc1cc(C(=O)Nc2sc(C)c(C)c2C#N)c(C)o1
    8%	-7	-8%	-2	-2%	-24%	-14	-5	-3%	-1%
C[C@H](NC(=O)c1ccccc1Cl)C(=O)OCC(=O)N1CC2(C)CC1CC(C)(C)C2 (stereo not given in full)
    3%	-29	1%	1	5%	2%[46.1 µM]	7	-10	-10%	1%
O=C(NCCC1CCCCN1S(=O)(=O)c1ccccc1)C(=O)Nc1ccc(F)cc1F (stereo not given)
    .	15	-7%	.	26%	1%	-8	?	?	.

Screening results from PubChem.
